PTEN del growth: suppresses growth of cells with PTEN deletion | viability, % at 10 µM | hit rate 1.2% among 140,000 | HCT116 PTEN-null viability, CellTiter-Glo, 60 h; active compounds read low;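 active means viability at or below a set limit, 4 SD under the median of all tested compounds, cut at about 3.7% in these data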;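 further: PTEN knockout HCT116 line with beta catenin targeted HCT116 as companion control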
Yeast lifespan up: yeast lifespan extension. S. cerevisiae growth with nicotinamide, OD615; deaD strain in restrictive glucose medium. inhibition of the nicotinamide effect, % at 10 µM. hit rate 0.68% among 130,000;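 active means inhibition above a set limit, placed 3 SD over the median of all compounds, cut at about 26% in these data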;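 further: 0% = nicotinamide-treated wells and 100% = cells grown without nicotinamide; some compounds called inactive have numbers as strong as hits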
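Assay system: DeaD-strain S. cerevisiae. Medium: CSMM-D glucose medium, restrictive. Reagent: nicotinamide, 1.5 mM, co-present with compound. Compound: 10 µM single point, 0.25% DMSO. Schedule: culture preincubation 4 h, compound exposure 48 h, both 30 °C. Detection: absorbance at 615 nm.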
Phagocyt inh: macrophage phagocytosis inhibition; J774A.1 macrophage IgG-bead phagocytosis, imaging; inhibition, % at 5 µM; hit rate 0.07% among 110,000; AID 1029;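 active means inhibition above the mean of the plate negative controls plus 5 SD, cut at about 13% in these data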;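 further: phagocytic index as fraction of beads internalized from green versus red external bead signal; plate controls were DMSO negative control for no effect and cytochalasin-D positive control for full effect; some results beyond the cut were filed as inactive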
MRP1 act: activators of MRP-1; hit rate 0.61% among 140,000; viability increase, % at 10 µM; H69AR cells + doxorubicin, viability rescue, CellTiter-Glo;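 active means viability gain under doxorubicin at or above a set limit, the compound median plus 3 SD, cut at about 4.7% in these data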;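 further: MRP-1 overexpressing cells given doxorubicin 25 µM after compound pretreatment; 18-22 h compound pretreatment then 72 h with doxorubicin before readout; 0% = doxorubicin-only wells and 100% = vehicle-treated cells without doxorubicin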
BB579 growth dn: yeast BB579 growth reduction in restrictive medium. inhibition, % at 10 µM. AID 804. S. cerevisiae BB579 growth, OD615, 48 h. hit rate 0.51% among 140,000;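 active means inhibition above a set limit, 3 SD over the mean compound inhibition, cut at about 44% in these data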; further: inactives centre near -24
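Test system: S. cerevisiae DeaD strain BB579 yeast; Medium: restrictive CSMM-D medium; Compound: one dose, 10 µM compound with 0.25% DMSO; Incubation: 4 h cell preincubation, 48 h compound exposure, 30 °C humidified; Signal: OD at 615 nm; Benchmarks: amphotericin B at 10 µg/mL as positive control.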
Measles CPE: protection of cells from measles virus; Measles virus-infected cells, CPE protection, absorbance; protection (pct of control), % at 4 µM; hit rate 1.5% among 140,000; AID 841; in the data active means protection mostly above about 24%, no sharp cut-off; inactive means mostly below about 26%; further: some compounds called inactive have numbers as strong as hits
GALR2 blocker: GALR2 (human) receptor antagonism; GALR2-expressing cells, antagonist mode; inhibition, % at 4 µM; O43603; hit rate 0.39% among 140,000; AID 828; in the data active means inhibition above about 27%;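 further: cells stimulated with galanin 1-16 at roughly its EC80; 0% = agonist challenge control and 100% = basal control without agonist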
Target sequence (O43603 whole entry, looked up): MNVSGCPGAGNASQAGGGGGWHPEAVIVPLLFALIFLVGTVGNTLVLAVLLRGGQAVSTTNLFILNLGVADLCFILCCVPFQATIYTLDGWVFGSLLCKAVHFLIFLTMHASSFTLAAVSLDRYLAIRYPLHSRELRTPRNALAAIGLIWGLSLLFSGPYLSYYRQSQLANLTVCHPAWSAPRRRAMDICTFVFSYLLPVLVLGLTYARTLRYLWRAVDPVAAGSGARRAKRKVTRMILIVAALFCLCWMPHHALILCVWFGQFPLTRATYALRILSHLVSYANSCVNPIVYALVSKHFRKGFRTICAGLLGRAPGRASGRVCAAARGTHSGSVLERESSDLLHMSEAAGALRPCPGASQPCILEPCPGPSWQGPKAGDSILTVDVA
NPY Y2 blocker: NPY-Y2 (human) receptor antagonism; P49146; NPY-Y2 expressing cells, antagonist mode; inhibition, % at 2.7 µM; hit rate 0.99% among 140,000; AID 793; in the data active means inhibition above about 17%;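 further: 0% = vehicle with agonist challenge and 100% = reference antagonist with challenge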
Target sequence (P49146 whole entry, looked up): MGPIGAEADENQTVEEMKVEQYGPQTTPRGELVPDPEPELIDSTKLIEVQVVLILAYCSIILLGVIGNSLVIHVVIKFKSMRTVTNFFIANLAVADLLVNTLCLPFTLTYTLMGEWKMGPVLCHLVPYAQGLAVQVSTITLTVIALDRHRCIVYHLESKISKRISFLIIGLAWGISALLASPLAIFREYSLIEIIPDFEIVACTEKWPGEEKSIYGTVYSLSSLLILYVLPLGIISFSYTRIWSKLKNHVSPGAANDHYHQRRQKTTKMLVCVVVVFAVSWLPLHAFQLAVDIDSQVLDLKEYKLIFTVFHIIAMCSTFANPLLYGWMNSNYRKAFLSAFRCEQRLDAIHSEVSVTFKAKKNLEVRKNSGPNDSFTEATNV
E-sel TNF inh: TNF alpha driven E-selectin expression inhibition; HUVEC TNFa-induced E-selectin immunofluorescence, high content; hit rate 0.71% among 120,000; inhibition, % at 2 µM;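 active means inhibition above the batch mean plus 3 SD, and confirmed as a hit on visual image review, cut at about 43% in these data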;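 further: 0% = TNF-stimulated DMSO wells and 100% = unstimulated control wells; not every result past the cut was called active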
bCat KO growth: beta-catenin-lacking colon tumor cell growth suppression; hit rate 1.5% among 140,000; HCT116 beta-catenin knockout viability, CellTiter-Glo, 60 h; active compounds read low; viability, % at 10 µM;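 active means viability at or under a set limit, the compound median less 4 SD, cut at about 6% in these data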;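 further: 0% = Hyamine 1622 control at 20 µM and 100% = untreated cell control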
* marks the source's active call; other numbers are inactive results; . = not tested or not shown; & = joins results of further samples.

SMILES	PTEN del growth	Yeast lifespan up	Phagocyt inh	MRP1 act	BB579 growth dn	Measles CPE	GALR2 blocker	NPY Y2 blocker	E-sel TNF inh	bCat KO growth
COc1ccc(S(=O)(=O)N(CC(=O)N/N=C/c2cccs2)c2ccc(C)cc2)cc1OC	82	-11	0	-2.8	-1	3	-6	5	12	95
CN(CC(=O)Nc1ccccc1C(=O)N1CCCC1)S(=O)(=O)c1ccc(Cl)cc1	88	-21	-1	-2.8	-24	18	-11	1	6	84
O=C(NCC1CCCO1)c1ccc(COc2ccc(F)cc2)o1 (stereo not given)	87	-15	6	-0.6	16	32*	-10	2	-13	105
CN1CCC(=NNC(=O)CN(c2ccc(Oc3ccccc3)cc2)S(C)(=O)=O)CC1	102	8	-16	-1.5	-46	4	1	-1	.	99
Cn1c(=O)c2c(nc(Oc3ccc4ccccc4c3)n2C)n(C)c1=O	75	-15	-1	-1.1	-32	17	-8	2	0	86
OCCCc1nc2n(n1)C(c1ccccc1)C=C(c1ccc(F)cc1)N2 (stereo not given)	88	-7	.	-3.9	-23	6	21	0	-6	82
COc1ccc(OC)c(C2=Nn3c(nnc3-c3cccc(OC(C)C)c3)SC2)c1	75	-10	-1	-1.5	-41	18	-21	8	-17	64
COC(=O)c1[nH]c2ccc(C)cc2c1NS(=O)(=O)c1ccc(F)cc1	79	-13	1	-1.2	-20	11	5	-1	25	87
CC(=O)C1=C(C)NC(SCC(N)=O)=C(C#N)C1C (stereo not given)	99	-3	-2	-1.7	40	4	9	-1	14	100
Cc1nn(-c2ccccn2)c2c1-c1nc(N3CCOCC3)ncc1CC2	68	-7	-1	-5.2	-8	3	11	-1	-11	79
COc1cccc(-c2nc3n(n2)C(c2cccs2)C(C(=O)Nc2cccnc2)=C(C)N3)c1 (stereo not given)	72	7	1	-0.8	-9	15	5	2	3	77
COc1ccc(CNS(=O)(=O)c2ccc3c(c2)CCN3C(=O)C2CC2)cc1	82	-7	0	-0.3	-16	19	7	15	20	91
COc1ccccc1-c1nnc(NC(=O)c2ccc(S(=O)(=O)N(C)C)cc2)o1	56	0	0	-4.5	-11	2	-11	-2	.	53
Cc1ccc(C(=O)C[n+]2ccc(-c3nnc4n3CCC4)cc2)cc1	108	14	-3	1.0	-16	7	-5	3	-31	95
Cc1ccc(C2CN=NC23CCc2ccccc2C3=O)cc1 (stereo not given)	72	15	1	-1.9	-54	24	-2	1	3	79
COc1cc(CC(=O)NCCc2ccc(OCc3ccccc3)cc2)c([N+](=O)[O-])cc1OC	90	-12	.	-1.4	-57	4	4	0	-27	82
c1ccc(-c2csc3ncnc(N4CCc5ccccc5C4)c23)cc1	60	-2	0	-1.7	-25	8	4	10	-4	57
Cc1cccc(NC(=O)CC2Nc3cccc4cccc(c34)NC2=O)c1 (stereo not given)	85	-1	1	-4.6	-54	6	9	-1	-8	85
CC(=O)Nc1cc(C(=O)OCC(=O)c2ccc(C)cc2)ccc1C	94	0	-1	-1.4	-52	5	2	2	11	92
CCOC(=O)c1ccc(NC(=O)C2CCN(S(=O)(=O)CC)CC2)cc1	105	-4	-2	0.6	-7	6	-6	2	1	108
O=C(On1c(-c2ccccc2)nc2ccccc2c1=O)c1ccco1	90	-35	-1	-4.8	-28	14	1	0	2	88
O=C(COC(=O)c1ccc([N+](=O)[O-])s1)Nc1ccccc1	93	12	-3	1.1	-32	3	9	0	-16	91
CCOC(=O)N1CCN(C(=O)CN2C(=O)CC(C)(C)S(=O)(=O)c3ccccc32)CC1	98	-1	0	-0.2	-14	0	-12	-2	11	85
Cc1cc2ncn(C(=O)c3c(-c4ccccc4)noc3C)c2cc1C	110	5	2	-1.8	-40	27	-3	20*	-13	97
CCOC(=O)Cn1nnnc1C(CC)N(Cc1ccccc1)Cc1cc2cc(C)ccc2[nH]c1=O (stereo not given)	76	-7	-2	-2.3	4	6	-10	-1	19	93
Nc1nnc(CC(=O)N/N=C/c2ccc(-c3ccccc3Cl)o2)s1	73	-6	-8	2.4	-29	11	8	2	.	97
O=C(COC(=O)[C@H](Cc1ccccc1)NC(=O)c1ccco1)NCc1ccccc1	95&98	-7	1	-0.5	-40	5	-11	1	.	95
COC(=O)C1(S(=O)(=O)C2(C(=O)OC)CCCC2)CCCC1	102	0	-1	-0.8	-88	22	1	3	.	112
CCC(C)[C@H](NC(=O)N1CCN(C)CC1)C(=O)OC (stereo not given in full)	86	6	-13	2.2	-26	.	7	1	.	88
O=C(c1ccc2snnc2c1)N1CCSCC1	102	1	0	-0.8	-29	16	-13	2	.	101
Cc1c(NC(=O)CSC2=C(C#N)C(c3ccccc3F)CC(=O)N2)c(=O)n(-c2ccccc2)n1C (stereo not given)	103	-16	0	-0.8	-13	6	0	1	.	92
Cc1nnc(SCCC(C)C)[nH]c1=O	89	-8	-2	0.2	-24	10	-15	0	.	89
Cc1cc(NC(=O)CN2CCC(n3nnc4cc(C(F)(F)F)ccc43)CC2)no1	72	-3	0	-1.0	-51	24	17	4	-20	64
Cc1nc2sc(C(=O)O)c(N)c2c2c1COC(C)(C)C2	82	-11	0	-2.7	-26	2	0	-2	9	102
Cn1c(=O)oc2cc(S(=O)(=O)NC3CCCCCCC3)ccc21	84	2	-1	-2.4	-31	17	13	3	7	95
COc1ccccc1C(N)=S	96	1	-1	-1.0	-6	1	8	4	-7	92
CCOC(=O)C(NC(=O)NCc1cccc(C(F)(F)F)c1)(OCC)C(F)(F)F (stereo not given)	83	5	.	-0.4	-26	10	0	2	.	92
O=C(NCC(=O)N(CC1CCCO1)C1(C(=O)NC2CCCCC2)CCCCC1)c1ccccc1 (stereo not given)	87	1	1	-1.1	-52	8	4	2	-31	84
Cc1cccc(NC(=O)C23CCC(C)(/C(=N/O)C2)C3(C)C)c1 (stereo not given)	91	-1	0	-1.8	-26	2	5	-2	4	101
CCCCn1c(CN2CCN(C(=O)OCC)CC2)nc2c1c(=O)[nH]c(=O)n2C	93	-9	-2	-2.3	15	3	-7	3	-27	107
COC(=O)C1CN(S(=O)(=O)c2ccc(C)cc2)CCN1S(=O)(=O)c1ccc(C)cc1 (stereo not given)	85	-22	.	-3.0	-52	6	18	-5	.	96
CCOc1ccc(-n2c(N)c(C(=O)NCC3CCCO3)sc2=S)cc1 (stereo not given)	94	-13	.	-0.4	-40	2	18	0	-3	101
c1ccc(Cc2nnc3sc(-c4ccc5c(c4)OCCO5)nn23)cc1	97	-9	0	1.0	-34	24	-1	5	4	89
COC1CCCCC1NS(=O)(=O)c1ccccc1 (stereo not given)	103	-19	-1	0.8	-10	16	1	2	7	97
Cc1c(C(=O)NCC2CCCO2)cccc1[N+](=O)[O-] (stereo not given)	95	-1	-3	-1.4	-13	14	-2	1	.	87
CC1CC(C)CN(CCCCOc2ccc([N+](=O)[O-])cc2)C1 (stereo not given)	97	9	-9	-1.9	-20	9	-1	3	9	86
O=C(CN(C(=O)Cn1nnc(-c2ccccc2F)n1)c1cccc2c1CCCC2)NCc1ccccc1	74	-7	-1	-0.4	-79	2	-10	1	.	82
NC(=O)CSc1nnc(COc2ccccc2)n1C1CCCCC1	.	.	0	.	.	.	15	2	0	.
CCCCCn1c(C(Cc2ccccc2)NC(C)=O)nc2ccccc21 (stereo not given)	94	-6	0	-1.2	5	16	5	4	.	83
O=C(NCCC1=CCCCC1)c1ccc(=O)oc1	95	-15	-1	-0.8	-10	14	-7	4	-8	98
CCN(CC)C(=O)C1=C(C)Nc2nnnn2C1c1cccnc1 (stereo not given)	102	-5	2	-1.7	-7	29*	9	-4	-12	90
O=C(NCc1cccnc1)C1CCCCN1S(=O)(=O)c1ccc(F)cc1 (stereo not given)	93	1	-1	-2.9	-26	19*	13	1	9	74
O=C(/C=C/c1ccco1)NC(=S)Nc1cc(C(F)(F)F)ccc1N1CCOCC1	81	5	-2	-5.1	-30	9	4	2	.	82
COC(=O)CSc1n[nH]c(=S)s1	94	19	-2	-1.3	-42	7	8	2	-13	96
Cc1ccc(NC(=O)C2CCCN(S(=O)(=O)c3cnc[nH]3)C2)c(Br)c1 (stereo not given)	100	-12	0	-0.5	-50	29*	5	9	.	101
C=CCn1c(C(CCC(C)C)CC(C)(C)O)n[nH]c1=S (stereo not given)	96	-10	0	0.6	-33	11	1	5	6	106
Cc1ccc(C)c(-n2c(CNC(=O)c3ccco3)nnc2SCC(=O)Nc2nnc(C)s2)c1	91	-7	0	-1.9	0	7	15	2	.	91
CC(=O)NC1C(OCc2ccccc2)OC(COC(C)=O)C(OC(C)=O)C1OC(C)=O (stereo not given)	97	0	-3	-1.5	-39	3	1	-1	1	100
Cc1ccccc1Sc1ncnc2onc(C)c12	83	-7	0	-4.5	14	3	5	-2	-21	82
c1ccc(Cn2c(CNc3nc4ccccc4n3CCN3CCCCC3)nc3ccccc32)cc1	33	.	.	-6.6	-14	8	5	27*	3	35
Next section:
SMILES	PTEN del growth	Yeast lifespan up	Phagocyt inh	MRP1 act	BB579 growth dn	Measles CPE	GALR2 blocker	NPY Y2 blocker	E-sel TNF inh	bCat KO growth
COc1ccc(/C=c2\s/c(=C/C(=O)c3ccc(C)cc3)[nH]c2=O)cc1OC	34	-4	0	-3.5	-42	10	-14	3	.	57
CC(C)Oc1ccc(C(=O)O)c(C(=O)O)c1	99	0	.	-1.2	-6	23	7	3	6	97
Cc1cccc(Oc2coc3cc(OC(=O)c4cncc(Br)c4)ccc3c2=O)c1	93	8	-5	-1.9	-18	4	4	1	.	91
O=C(OCC(=O)c1c[nH]c2ccccc12)c1ccco1	108	-13	1	-0.2	-57	3	-6	0	5	93
O=C(N1CCN(c2cccc(Cl)c2)CC1)C1(c2cccs2)CCOCC1	60	-2	.	0.3	-13	.	-14	7	.	62
Cc1cc(S(=O)(=O)N2CCN=C2c2ccccc2)c(C)cc1Cl	81	13	-4	-3.2	-35	6	5	7	.	82
COc1ccc2oc(=O)c(C(C)=O)cc2c1	101	-6	-2	-2.9	-15	42*	4	4	-13	82
CC1CCCCC1NCC(=O)Nc1ccccc1-c1ccccc1 (stereo not given)	88	.	.	-2.8	-31	24	4	16	21	79
Cc1c(O)ccc(-c2[nH]ncc2-c2nc3ccccc3s2)c1O	88	3	-2	2.1	-58	13	-6	2	9	95
Cc1nnc2n(Cc3ccccc3)c(=O)c3c4c(sc3n12)COC(C(C)C)C4 (stereo not given)	79	-10	.	-0.9	-5	15	5	2	10	87
CC1(C)Cc2c(C#N)c(SCc3nc4ccccc4[nH]3)nc(N3CCOCC3)c2CO1	61	-26	-3	-5.6	-26	5	-4	6	.	74
